Screening results (PubChem)
NR3A LBD binder – NR3A (human) ligand-binding domain modulation | NR3A LBD differential scanning fluorimetry, Tm shift; 0% = protein alone, 100% = glycine-bound protein | Tm shift relative to glycine control, % at 25 µM | actives 2.5% (n = 340,000) | AID 1259313;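 active = melting temperature shift of at least 10% of the positive control shift, at one fixed dose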
HKDC1 inhibitor – inhibitors of human hexokinase HKDC1; Q2TB90; recombinant HKDC1, G6PDH/diaphorase resazurin coupled fluorescence; inhibition, % at 20 µM; actives 0.16% (n = 340,000);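 active = inhibition above about 35% when tested at 20 µM, limit read from the data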;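 note: plate controls were DMSO wells with enzyme for no effect and DMSO wells lacking enzyme for full effect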
Target sequence (Q2TB90 whole entry, looked up): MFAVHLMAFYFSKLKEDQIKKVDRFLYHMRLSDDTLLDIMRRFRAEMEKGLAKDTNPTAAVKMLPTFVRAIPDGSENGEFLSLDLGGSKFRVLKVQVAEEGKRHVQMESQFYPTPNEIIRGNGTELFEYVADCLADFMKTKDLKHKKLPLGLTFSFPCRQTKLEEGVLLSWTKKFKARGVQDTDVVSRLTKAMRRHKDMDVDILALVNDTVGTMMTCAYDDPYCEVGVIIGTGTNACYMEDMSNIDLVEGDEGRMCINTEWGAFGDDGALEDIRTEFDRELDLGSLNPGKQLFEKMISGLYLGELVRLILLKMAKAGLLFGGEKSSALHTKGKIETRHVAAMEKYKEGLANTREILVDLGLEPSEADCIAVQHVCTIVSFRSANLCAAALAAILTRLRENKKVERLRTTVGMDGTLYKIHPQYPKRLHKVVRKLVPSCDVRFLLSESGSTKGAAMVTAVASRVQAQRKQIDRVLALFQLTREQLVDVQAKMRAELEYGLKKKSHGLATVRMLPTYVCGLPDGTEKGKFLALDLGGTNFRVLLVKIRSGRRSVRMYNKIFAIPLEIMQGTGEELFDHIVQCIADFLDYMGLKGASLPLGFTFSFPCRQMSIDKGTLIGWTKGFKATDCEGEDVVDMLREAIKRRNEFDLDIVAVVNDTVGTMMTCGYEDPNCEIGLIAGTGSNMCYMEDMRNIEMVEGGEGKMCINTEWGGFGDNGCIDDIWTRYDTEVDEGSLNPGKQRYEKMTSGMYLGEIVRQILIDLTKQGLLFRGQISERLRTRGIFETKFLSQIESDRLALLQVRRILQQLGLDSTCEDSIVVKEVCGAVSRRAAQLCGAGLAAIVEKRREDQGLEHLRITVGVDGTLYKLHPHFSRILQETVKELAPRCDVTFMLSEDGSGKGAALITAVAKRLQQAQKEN
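Assay system – recombinant HKDC1 (HK5) hexokinase enzyme, produced in-house · Input – HKDC1 at 5 µg/mL · Reagent – glucose plus 1 mM ATP as hexokinase substrates · Timing – 90 min reaction incubation at room temperature, dark · Measured by – G6PDH/diaphorase-coupled fluorescence, 1 mM NADP, 100 µM resazurin, 525/613 nm · Benchmarks – DMSO-enzyme wells negative, buffer-substituted wells positive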
MPTP block – inhibitors of mitochondrial permeability transition pore. actives 1.4% (n = 360,000). isolated mouse mitochondria, Ca2+ swelling absorbance, 30 min. inhibition, % at 10 µM. AID 602449;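 active = inhibition of 50% or more, scaled per plate between neutral and stimulator controls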;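 note: 0% = DMSO wells given calcium and 100% = 1 mM EGTA wells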
PfGluPho inh – PfG6PD (Plasmodium falciparum) enzyme inhibition. PfGluPho enzyme, NADPH resazurin-diaphorase fluorescence. inhibition, % at 20 µM. actives 0.78% (n = 350,000);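 active = inhibition reaching at least a set limit at 20 µM in the primary screen, cut at about 59% in these data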;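 note: 0% = DMSO wells with substrate and 100% = DMSO wells lacking glucose-6-phosphate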
ATG4B inh – blocks human ATG4B protease cleavage of LC3 substrate | ATG4B cleavage of LC3-PLA2, NBD-HPC fluorescence, 1 h | inhibition, % at 8.33 µM | actives 0.51% (n = 340,000); in the data active = inhibition above about 40%
SENP7 inh – inhibitors of human SENP7 protease; recombinant SENP7, Z-RLRGG-aminoluciferin luminescence, 40 min; inhibition, % at 5 µM; actives 1.5% (n = 330,000); AID 434973;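 active = inhibition above about 50% at the single test dose, limit read from the data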;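 note: plate controls were DMSO with enzyme for no effect and no enzyme buffer wells for full effect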
SENP6 inh – blocks the human protease SENP6; Q9GZR1; Recombinant SENP6 catalytic domain, aminoluciferin luminescence; inhibition, % at 10 µM; actives 1.8% (n = 330,000); AID 2599;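 active = inhibition above about 50% at the single tested dose, limit read from the data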;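 note: plate controls were DMSO wells with enzyme for no effect and DMSO wells lacking enzyme for full effect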
SENP8 inh – SENP8 (human) protease inhibition; Q96LD8; recombinant SENP8, Nedd8 substrate fluorescence; inhibition, % at 20 µM; actives 0.64% (n = 360,000); AID 602440; in the data active = inhibition mostly above about 40%, no sharp cut-off; inactive = mostly below about 27%
Target sequence (Q96LD8 whole entry, looked up): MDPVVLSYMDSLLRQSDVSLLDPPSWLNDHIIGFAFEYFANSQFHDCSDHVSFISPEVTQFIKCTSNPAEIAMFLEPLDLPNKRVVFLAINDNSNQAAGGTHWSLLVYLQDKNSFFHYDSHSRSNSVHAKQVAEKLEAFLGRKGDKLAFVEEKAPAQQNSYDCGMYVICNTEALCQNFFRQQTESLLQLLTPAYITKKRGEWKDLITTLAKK
An asterisk follows results filed as active; / = no result given.

# | SMILES | SENP8 inh | SENP7 inh | ATG4B inh | HKDC1 inhibitor | SENP6 inh | PfGluPho inh | NR3A LBD binder | MPTP block
1 | COC(=O)c1ccc(CSC2=NC[C@@H]3[C@@H]4C(=O)N(C)C(=O)[C@@H]4[C@](Cc4ccccc4)(C(=O)OC)N23)cc1 | 6 | 5 | 1 | -4 | / | 0 | -4 | -0.1
2 | Cc1cc(=O)oc2cc(OCC(=O)N/N=C/c3cc([N+](=O)[O-])ccc3O)ccc12 | -15 | / | 5 | 3 | / | -21 | -3 | -0.8
3 | CC1CCCN(C(=O)COC(=O)/C=C/c2ccc(C(F)(F)F)cc2)C1 (stereo not drawn) | 15 | -8 | -1 | 1 | -2 | 14 | 3 | -1.1
4 | CCN(C(=O)c1ccco1)C1C2CC3CC(C2)CC1C3 (stereo not drawn) | 18 | 9 | 14 | 1 | 8 | -25 | -1 | -0.3
5 | COc1ccc(OC)c(CNC(=O)CCn2nc(C)c3c(C)n(-c4ccccc4)nc3c2=O)c1 | 17 | -4 | -7 | 9 | -11 | 3 | 1 | 0.9
6 | Cc1cc(C(=O)NCC(=O)Nc2c(C)cccc2C)c(C)o1 | 12 | 5 | -11 | -3 | 0 | -2 | 3 | 0.1
7 | C=CCn1c(SCc2cccc(C#N)c2)nnc1-c1ccccc1O | 5 | 12 | 4 | 0 | -11 | 0 | -2 | -0.8
8 | N[C@@H](Cc1ccc(O)cc1)C(=O)Nc1ccc2ccccc2c1 | 5 | -8 | -8 | -5 | -8 | 4 | -7 | 0.1
9 | O=C(N/N=C/c1ccccc1OC(=O)N1CCOCC1)c1cccs1 | 3 | -1 | -4 | -17 | -4 | -30 | 7 | 23
10 | Cc1nn(CC(=O)N2CCC(C)CC2)c(=O)c2nn(-c3ccccc3)c(C)c12 | 23 | -2 | 3 | -6 | -6 | 15 | 0 | -0.5

Additional entries.
# | SMILES | SENP8 inh | SENP7 inh | ATG4B inh | HKDC1 inhibitor | SENP6 inh | PfGluPho inh | NR3A LBD binder | MPTP block
11 | Cc1ccc(NS(=O)(=O)c2ccc3c(c2)NC(=O)CCS3)cc1C | 1 | 2 | 1 | 5 | -8 | -16 | 4 | -1.7
12 | CC(=O)c1cccc(N/C=C\c2nnnn2-c2ccc(F)cc2)c1 | -71 | -6 | -13 | 7 | 11 | 3 | -1 | 1.1
13 | Cc1cc(C)c(C(=O)/C=C/c2ccc(C(C)C)cc2)c(=O)[nH]1 | 9 | -1 | -7 | 12 | -6 | -11 | 0 | -1.5
14 | Cc1sc(NC(=S)NC(=O)c2ccco2)c(C(N)=O)c1C | 10 | -4 | 3 | 4 | 1 | -8 | -7 | 1.6
15 | CN1CCN(NC(=O)c2ccccc2F)CC1 | 15 | 15 | -2 | -6 | -5 | -9 | -2 | 0.6
16 | CC(=NNS(=O)(=O)c1ccc([N+](=O)[O-])cc1)c1ccc(C)cc1 | 17 | / | -7 | -3 | / | 5 | 3 | -1.8
17 | Cc1occc1C(=O)O/N=C(\N)c1ccc(Cl)cc1 | -2 | 61* | 1 | -2 | 53* | 7 | -9 | 1.1
18 | N#C/C(=C\c1cccs1)C(=O)NCc1ccccc1 | 15 | 2 | 10 | -8 | 2 | 4 | 2 | -0.4
19 | CCOC(=O)c1cccc(NC(=O)C2CCN(S(=O)(=O)c3cnc[nH]3)CC2)c1 | 3 | -7 | -7 | -1 | 0 | 5 | 0 | 0.3
20 | COc1ccc(O)c(CNn2c(-c3ccc(Br)cc3)nc3ccccc3c2=O)c1 | -7 | 3 | -4 | -8 | 8 | 7 | -9 | 4.7

Remaining list, next part:
# | SMILES | SENP8 inh | SENP7 inh | ATG4B inh | HKDC1 inhibitor | SENP6 inh | PfGluPho inh | NR3A LBD binder | MPTP block
21 | CC1=C(C(=O)Nc2ccc(C)cc2C)C(c2ccc(C)o2)NC(=S)N1 (stereo not drawn) | 9 | 7 | -3 | -5 | -13 | -8 | -1 | -2.4
22 | COc1ccccc1CNC(=O)CN1CCN(Cc2ccc(Cl)cc2)C1=O | 5 | -6 | -10 | -1 | 1 | 7 | 0 | -0.7
23 | Cn1c(=O)c2c(ncn2Cc2ccccc2)n(C)c1=O | -2 | 4 | -3 | -5 | 4 | 3 | 0 | -2.8
24 | CCC(CC)C(=O)Nc1cccc(C(=O)Nc2ccc(OC)cc2[N+](=O)[O-])c1 | 28 | 2 | -7 | -10 | -6 | 2 | -3 | 0.2
25 | C=CCNC(=O)CC(=O)N/N=C/c1cccs1 | 4 | 4 | 7 | -3 | -16 | -6 | -5 | -0.4
26 | O=C(N/N=C/c1cccc([N+](=O)[O-])c1)c1cc[n+](CCO)cc1 | 10 | 5 | 5 | -6 | 5 | -7 | 2 | -0.2
27 | CC(C)C1/C(=N/O)CC(c2ccccc2)NC1c1ccccc1 (stereo not drawn) | 8 | 6 | 0 | 0 | -16 | -9 | -1 | -0.3
28 | O=S(=O)(NCc1ccco1)c1cccc2cccnc12 | 27 | 12 | 0 | 1 | -5 | 7 | 8 | -2.1
29 | CCOc1ccc(NS(=O)(=O)c2ccc3[nH]cc(C(=O)NCC4CCCO4)c(=O)c3c2)cc1 (stereo not drawn) | 16 | 2 | -12 | 8 | -24 | 1 | -25 | -2.3
30 | O=C(COC(=O)c1cc(-c2cccs2)nn1-c1ccccc1)Nc1ccc(F)c([N+](=O)[O-])c1 | -2 | 2 | 40 | -2 | -6 | 4 | 6 | 2.7

New compounds follow
# | SMILES | SENP8 inh | SENP7 inh | ATG4B inh | HKDC1 inhibitor | SENP6 inh | PfGluPho inh | NR3A LBD binder | MPTP block
31 | O=C(N1CCN(c2ccccc2)CC1)C(F)(F)C(F)(F)F | 4 | 9 | -10 | -10 | 3 | 10 | 0 | 3.7
32 | CC(=O)NCCC(=O)N(Cc1ccccc1)c1nc2c(C)cccc2s1 | 7 | 7 | -10 | -2 | -2 | 11 | 4 | -0.6
33 | CC(=O)OC1CC(n2ccc(NC(=O)c3ccccc3)nc2=O)OC1CO (stereo not drawn) | 7 | 1 | -6 | -11 | 0 | 3 | -1 | 0.6
34 | COc1ccccc1C(=O)OCC(=O)c1ccc(CNC(C)=O)s1 | 8 | 5 | 3 | -3 | -13 | -15 | -2 | 0.0
35 | CCOC(=O)c1c(CSc2ccccc2)n(C)c2ccc(O)c(CN3CCN(C)CC3)c12 | 20 | -13 | -14 | -1 | -27 | 32 | -1 | 1.4
36 | O=C(Nc1ccccc1Cl)c1ccc(S(=O)(=O)N2CCOCC2)cc1 | 6 | -5 | -3 | 0 | -12 | -10 | 2 | -1.1
37 | Cc1cc(C)n2cc(CSc3ncccc3C(=O)O)nc2n1 | -288 | -7 | -9 | 6 | 4 | -19 | 2 | -2.2
38 | Cn1c(SCC(=O)NC(C)(C)C)nnc1-c1ccc(C(C)(C)C)cc1 | 6 | 1 | -12 | -11 | -12 | 3 | 0 | 0.4
39 | Cc1cc(C)nc(NS(=O)(=O)c2ccc(NC(=O)COc3ccccc3F)cc2)n1 | 4 | 0 | -10 | -1 | 0 | -4 | 0 | -1.0
40 | O=C(NCCCN1CCOCC1)C1CCC(=O)N1C1CCCCC1 (stereo not drawn) | 12 | 3 | -5 | -6 | -37 | -4 | 0 | -3.4

Next compounds follow:
# | SMILES | SENP8 inh | SENP7 inh | ATG4B inh | HKDC1 inhibitor | SENP6 inh | PfGluPho inh | NR3A LBD binder | MPTP block
41 | CCS(CC)=NS(=O)(=O)c1ccc(NC(C)=O)cc1 | 11 | 0 | -2 | -6 | 8 | 3 | 0 | -1.6
42 | Nc1nnnn1/N=C/c1ccc(O)cc1 | -40 | 90* | -8 | 2 | 95* | -6 | 0 | 0.0
43 | O=C(CCc1ccccc1)NNC(=S)NC(=O)c1ccc(Cl)cc1 | / | -2 | -27 | -12 | 1 | 2 | -3 | /
44 | O=C(CCc1nc2ccccc2c(=O)[nH]1)OCc1ccc(Cl)cc1Cl | 14 | -1 | 0 | -8 | 5 | 15 | -1 | -1.2
45 | COc1ccccc1CNC(=O)COc1ccc([N+](=O)[O-])cc1 | 9 | -2 | 4 | 3 | 14 | -14 | -1 | -1.5
46 | CC(CN1CCN(C)CC1)OC(=O)c1cccc(F)c1 (stereo not drawn) | 7 | -6 | 0 | -7 | 2 | -12 | -2 | -0.6
47 | COC(=O)c1cccc(NC(=O)c2ccc3c(c2)C(=O)N(CC2CCCO2)C3=O)c1 (stereo not drawn) | 3 | 3 | -11 | 3 | -16 | -11 | 1 | 8.9
48 | C=CCc1cccc(CNc2nc3ccccc3n2C)c1O | 11 | -7 | -9 | 0 | -6 | 15 | 4 | 1.4
49 | CC(C)(C)c1ccc(S(=O)(=O)n2c(CN3CCOCC3)nc3ccccc32)cc1 | 9 | 0 | -20 | 5 | 2 | 3 | 1 | -0.8
50 | N#Cc1cccnc1N1CCN(C(=O)c2ccc3c(c2)S(=O)(=O)c2ccccc2C3=O)CC1 | -6 | 4 | 11 | -4 | -4 | 2 | 4 | -0.7

Just NR3A LBD binder, MPTP block and PfGluPho inh (2 entries from above):
entry	mol	NR3A LBD binder	MPTP block	PfGluPho inh
23	Cn1c(=O)c2c(ncn2Cc2ccccc2)n(C)c1=O	0	-2.8	3
24	CCC(CC)C(=O)Nc1cccc(C(=O)Nc2ccc(OC)cc2[N+](=O)[O-])c1	-3	0.2	2

(further entries)
# | SMILES | SENP8 inh | SENP7 inh | ATG4B inh | HKDC1 inhibitor | SENP6 inh | PfGluPho inh | NR3A LBD binder | MPTP block
51 | O=C1Nc2ccccc2CCC1Sc1nnc(-c2ccc(Cl)cc2)s1 (stereo not drawn) | -46 | 10 | -8 | -1 | 2 | 10 | -6 | 21
52 | O=C(Nc1cccc(-c2cn3cccnc3n2)c1)c1ccc(Br)o1 | -363 | 3 | 10 | 6 | -26 | 13 | 3 | 1.4
53 | CCn1c(C2CCN(Cc3ccccc3)CC2)n[nH]c1=S | 16 | 3 | -2 | -6 | -1 | 9 | 0 | 0.2
54 | O=C(Oc1ccc(/C=N/Nc2ccccc2)cc1)c1ccccc1 | 17 | -1 | 8 | 1 | -13 | 3 | -2 | 1.0
55 | CCCC(=O)C1=C(O)C(C(=O)OC)C(C)(C)CC1=NC(C)(C)C (stereo not drawn) | 22 | 2 | -5 | -4 | -10 | -6 | 1 | -7.8
56 | COc1cc(Br)c(C(C)NC(=O)c2ccccc2)cc1OC (stereo not drawn) | 10 | -9 | 3 | -2 | -14 | -12 | -3 | -1.4
57 | O=C(CSc1nnc(Cc2cccs2)n1Cc1ccco1)Nc1cc(Cl)cc(Cl)c1 | 23 | 1 | 6 | 2 | -22 | 9 | -4 | 15
58 | COc1cccc(Cn2c(=O)c3ccccc3n3nc(C)cc23)c1 | -184 | -2 | -5 | -4 | 11 | 23 | 0 | -5.2

Gathered by group: those above containing an aryl methoxy group.
# | SMILES | SENP8 inh | SENP7 inh | ATG4B inh | HKDC1 inhibitor | SENP6 inh | PfGluPho inh | NR3A LBD binder | MPTP block
5 | COc1ccc(OC)c(CNC(=O)CCn2nc(C)c3c(C)n(-c4ccccc4)nc3c2=O)c1 | 17 | -4 | -7 | 9 | -11 | 3 | 1 | 0.9
20 | COc1ccc(O)c(CNn2c(-c3ccc(Br)cc3)nc3ccccc3c2=O)c1 | -7 | 3 | -4 | -8 | 8 | 7 | -9 | 4.7
22 | COc1ccccc1CNC(=O)CN1CCN(Cc2ccc(Cl)cc2)C1=O | 5 | -6 | -10 | -1 | 1 | 7 | 0 | -0.7
24 | CCC(CC)C(=O)Nc1cccc(C(=O)Nc2ccc(OC)cc2[N+](=O)[O-])c1 | 28 | 2 | -7 | -10 | -6 | 2 | -3 | 0.2
34 | COc1ccccc1C(=O)OCC(=O)c1ccc(CNC(C)=O)s1 | 8 | 5 | 3 | -3 | -13 | -15 | -2 | 0.0
45 | COc1ccccc1CNC(=O)COc1ccc([N+](=O)[O-])cc1 | 9 | -2 | 4 | 3 | 14 | -14 | -1 | -1.5
56 | COc1cc(Br)c(C(C)NC(=O)c2ccccc2)cc1OC (stereo not drawn) | 10 | -9 | 3 | -2 | -14 | -12 | -3 | -1.4
58 | COc1cccc(Cn2c(=O)c3ccccc3n3nc(C)cc23)c1 | -184 | -2 | -5 | -4 | 11 | 23 | 0 | -5.2
